Nrf2 ARE act: qHTS of Nrf2 Activators. AREc32 ARE-luciferase reporter (MCF7-derived line), luminescence, 24 h. Potency, µM (top dose mostly 46.1 µM), without a hit: at the highest dose activation, usual class: activators. 0.31% of 410,000 active; further: potency means the concentration at half of the fitted maximal effect; % of control where 0% means no effect; nearly all actives have a fitted effect of over 65% in size
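Quantitative high-throughput format: AREc32 reporter cells, 1000 per well, received compound by pin transfer and were incubated 24 hr at 37 deg C, 5% CO2, before Steady-Glo luminescence detection.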
ATXN2 expr inh: Primary qHTS for Inhibitors of ATXN expression. 0.72% of 360,000 active. HEK-293 ATXN2-luciferase reporter, luminescence, 24 h. AID 1745845, 2022. Potency, µM (doses to about 57 µM), without a hit: top-dose activity change, negative = inhibition, usual class: inhibitors; further: potency means the concentration at half of the fitted maximal effect; on the % scale 0 is the no-effect control and ±100 the full control effect; nearly all actives have a fitted effect of over 55% in size
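ATXN2-luciferase reporter cells (luciferase flanked by upstream and downstream ATXN2 gene portions) were treated 24 h at 37 °C with compounds at up to 57 uM. SteadyGlo luminescence gave expression; GF-AFC fluorescence gave viability.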
Nrf2 inh: Nrf2 qHTS screen for inhibitors; A549 ARE-Fluc reporter, luciferase luminescence, 18-24 h; 2.1% of 360,000 active; Potency, µM (titrated, usually from 46 µM), without a hit: top-dose activity change, negative = inhibition, usual class: inhibitors; further: potency means the concentration at half of the fitted maximal effect; on the % scale 0 is the no-effect control and ±100 the full control effect; nearly all actives have a fitted effect of over 60% in size
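In this cell-based qHTS, ARE-driven firefly luciferase in A549 cells reports Nrf2 activity; the luminescent signal after BugLite lysis is the measured value, with a prior CellTiter-Fluor read for cell health.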
HepG2 tox: qHTS for Inhibitors of TGF-b: Cytotox Counterscreen. 0.76% of 410,000 active. HepG2 CAGA-GFP viability, ATP luminescence, 18 h. AID 588856, 2011. Potency, µM (series often up to 46.1 µM), for the others: at the highest dose activity change, negative = cytotoxicity, most hits filed as cytotoxic; further: potency means the concentration at half of the fitted maximal effect; some results filed as inactive show a strong effect at the top dose
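HepG2 CAGA-GFP cells (1000/well, DMEM with 1% FBS) received compound, then TGF-beta at 500 pg/mL final, and were incubated 18 hours at 37 degrees C. Viability was read by CellTiter-Glo luminescence. Media-only wells were set as complete cell-killing and DMSO as no toxicity.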
TGFb inhibitor: qHTS for Inhibitors of TGF-b. Potency, µM (series often up to 46.1 µM), without a hit: at the highest dose activity, negative = inhibition, most hits filed as inhibitors. 1.2% of 410,000 active. HepG2 CAGA-GFP TGF-b/SMAD3 reporter, GFP fluorescence, 18 h; TGF-beta stimulated, 500 pg/mL final; further: potency means the concentration at half of the fitted maximal effect; on the % scale 0 is the no-effect control and ±100 the full control effect; nearly all actives have a fitted effect of over 65% in size
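Cell-based qHTS in HEPG2 carrying a CAGA-GFP Smad reporter; compounds added before 500 pg/mL final TGF-beta, 18 h incubation at 37 degrees C, GFP fluorescence quantified per cell by imaging cytometry.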
S2 tox: Viability Counterscreen for Primary qHTS for Inhibitors of ATXN expression. Potency, µM (titrated, usually from 56.7 µM), hits mostly cytotoxic. S2 cells (HEK-293 line with an ATXN2-luciferase reporter) viability, CellTiter-Fluor protease fluorescence, 24 h. 0.49% of 400,000 active; further: potency means the concentration at half of the fitted maximal effect; nearly all actives have a fitted effect of over 40% in size
MCF10A rerep: A quantitative high throughput screen for small molecules that induce DNA re-replication in MCF 10a normal breast cells | AID 624296, 2012 | MCF 10A DNA re-replication, Hoechst nuclear intensity, 48 h | Potency, µM (top dose mostly 46.1 µM), for inactives: at the top dose activity, positive = re-replication, most hits filed as activators | 2.9% of 350,000 active; further: potency means the concentration at half of the fitted maximal effect; % of control where 0% means no effect; nearly all actives have a fitted effect of over 50% in size
IL-1B inflam inh: qHTS for Inhibitors of Inflammasome Signaling: IL-1-beta AlphaLISA Primary Screen | AID 743279, 2014 | activity change, % at 57.5 µM | 4.7% of 360,000 active | THP-1 LPS/ATP IL-1B secretion, AlphaLISA, 16 h; active compounds read low; in the data active means activity change below about -50%; inconclusive means mostly about -30% to -49%; further: on the % scale 0 is the no-effect control and ±100 the full control effect
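THP-1 cells pretreated 1 hr with compounds (up to 57.5 uM final), then stimulated with LPS (250 ng/mL final) plus ATP (1.25 mM final); secreted IL-1B measured by AlphaLISA after 16 hr, decreased signal indicating inhibition.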
A549 viability: Nrf2 qHTS screen for inhibitors: counterscreen for cytotoxicity; 0.16% of 390,000 active; Potency, µM (titrated, usually from 46 µM), for inactives: at the highest dose activity change, negative = cytotoxicity, usual class: inhibitors; A549 ARE-Fluc cells, CellTiter-Fluor viability, 18-24 h; further: potency means the concentration at half of the fitted maximal effect; on the % scale 0 is the no-effect control and ±100 the full control effect
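A549 ARE-Fluc cells in 5% FBS OPTI-MEM, 5000 cells/well, rested 2 h then exposed to compounds in concentration-response for 18-24 h at 37 °C. Viability by CellTiter-Fluor fluorescence (Ex 405/Em 525) after 30 min; luciferase luminescence (BugLite, 15 min, RT) read afterwards.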
Starred values were filed as active, the others as inactive; i = inactive; ? = inconclusive; / = not tested or not shown; & = joins results of further samples; [ ] = remark or other dose. Unless noted, the call rests on the fitted dose curve; in most records, active means well fitted curve in the direction sought with a large enough effect; inconclusive means small, poorly fitted or top-dose-only effect, or another doubt; inactive means no such curve, though single readings can be large; an effect the other way counts as inactive or inconclusive.

SMILES | Nrf2 ARE act | ATXN2 expr inh | Nrf2 inh | HepG2 tox | TGFb inhibitor | S2 tox | MCF10A rerep | IL-1B inflam inh | A549 viability
O=C(Nc1ccc([N+](=O)[O-])cc1)Nc1ccc(OC(F)F)c(Cl)c1 | -0.8% | 13µM* | 21µM* | 13µM* | 4.5µM* | / | ? | -89* | ?
c1ccc(COc2ccc(-c3cc4nc(NCc5ccc6c(c5)OCO6)ccn4n3)cc2)cc1 | 4.0% | 1% | / | -7% | -4% | i | / | 45 | /
COc1ccc(Cl)cc1NC(=O)CCCN1C(=O)C(c2ccccc2)Oc2cccnc21 (stereo unspecified) | 5.2% | -18% | ? | 2% | -20% | i | / | / | -18%
Cc1ccccc1NC(=O)c1cccc(N2C(=O)C3C4CC(C(Br)C4Br)C3C2=O)c1 (stereo unspecified) | 0.4% | -21% | -2% | 6% | -1% | i | -1% | 14 | -11%
CN1CCN(S(=O)(=O)c2cccc(C(=O)Oc3ccc(C(C)(C)C)cc3)c2)CC1 | 0.1% | -13% | -2% | 15% | 16% | i | 0% | 5 | -1%
COc1ccc(OC)c(S(=O)(=O)N2CCN(C(=O)CCc3ccccc3)CC2)c1 | 1.2% | 6% | -8% | -19% | 0% | i | 4% | -2 | 4%
CCCCCCC#Cc1cncc(C(=O)NNC(=O)Nc2cc(Cl)cc(Cl)c2)c1 | 2.9% | -27% | -22% | -48% | -13% | i | -32%[inhibitor] | / | -3%
COC(=O)CCC(=O)NC1CC(C)(C)Cc2c1cnn2-c1ccc(F)cc1 (stereo unspecified) | -0.1%[9.22 µM] | 0% | -1% | 2% | -3% | i | -15% | 26 | -2%
N#CC1(NC(=O)COC(=O)c2cc(O)c3ccccc3c2O)CCCCC1 | 3.2% | -35% | ? | -12% | ? | ? | ? | -18 | ?
O=C(C1=NOC2(C1)C(=O)Nc1ccccc12)N1CCCCC1 (stereo unspecified) | -1.2% | 6% | / | / | / | ? | / | 87 | /
COc1cccc(C(=O)CSc2nnc(-c3ccco3)n2CC2CCCO2)c1 (stereo unspecified) | -0.4% | 0% | 10% | -1% | -2% | ? | -6% | 6 | -8%
COc1ccccc1CNS(=O)(=O)c1c(C)nc2sccn2c1=O | -1.5%&-0.9% | 3% | ? | 6%&1% | 12%&23% | i | -1% | 0 | 5%&1%
COc1ccc2oc(=O)c(C(=O)NCC3CCCO3)cc2c1 (stereo unspecified) | 0.4% | 16% | 20% | -3% | 11% | i | -6% | 1 | 1%
Cc1ccc(-c2noc(N=O)c2NO)cc1 | ? | ? | -4% | -39% | ? | ? | ? | -96* | -27%
COc1cccc2sc(NC(=O)c3ccc(Br)s3)nc12 | 7.1% | 25% | / | -18% | -5% | i | 23% | -1 | -15%
Cc1ccc(C(=O)c2sc(Nc3ccccc3F)c(S(=O)(=O)c3ccccc3)c2N)c(C)c1 | 3.7% | 11% | / | -14% | 5% | i | / | / | 6%
CC1CCN(C(=S)c2cccc([N+](=O)[O-])c2)CC1 | 1.9% | 4% | 22% | 9% | 1% | i | -2% | -2 | 0%
COc1ccc(OC)c(-c2nn(-c3ccccc3)cc2C(=O)NCC(c2ccco2)N2CCCC2)c1 (stereo unspecified) | 0.0% | / | 9% | -13% | 6% | i | 3% | -20 | 1%
COc1ccc2nc(NC(=O)c3cccc(-c4cc5ccccc5oc4=O)c3)sc2c1 | 5.0% | ? | -26% | -52% | -16% | ? | ? | -6 | ?
CCCc1c(C(=O)N/N=C/c2cccnc2)nnn1-c1nonc1N | -0.5% | 3% | -13% | -21% | -3% | i | -2% | -13 | 0%
Cc1ccc(CNC(=O)COC(=O)[C@@H]2CC(O)CN2S(=O)(=O)c2ccc3c(c2)OCCO3)cc1 (stereo partly specified) | -0.2% | -7% | 10% | -29% | -10% | i | 13% | 8 | 3%
CC(C)C1=CC(=NS(=O)(=O)c2cccc([N+](=O)[O-])c2)C=C(C(C)C)C1=O | -0.5% | -16% | / | 4% | -2% | i | -1% | 35 | -2%
O=c1c(N2CCc3ccccc3C2)csc2ccc(Br)cc12 | 6.4% | 8% | / | -25% | -19% | i | / | / | -5%
CCCCNc1c(C(=O)OCC)c(=O)[nH]c2ccccc12 | 0.0% | -6% | / | 0% | 11% | i | 0% | -8 | -8%
CN(C)c1ccc(C2Nc3ccccc3C(=O)N2CCN2CCNC2=O)cc1 (stereo unspecified) | -0.5% | 12% | 3% | 0% | -19% | ? | 2% | 5 | -8%
Cc1c(C(=O)N(C)c2ccccc2Cl)cnn1-c1ccccc1 | 0.0% | 11% | 8% | 3% | 18% | i | 3% | -19 | 0%
N#C/C(=C/c1cccc(O)c1)C(=O)NCc1ccc(Cl)cc1 | 23% | -24% | -5% | -64% | ? | i | ? | -103* | -4%
O=[N+]([O-])CC(c1ccc(F)cc1)c1c[nH]c2ccccc12 (stereo unspecified) | -0.7% | ? | 5% | -41% | ? | ? | 13µM* | 0 | -12%
Cc1csc2c(N(C)CCO)ncnc12 | 0.3% | -1% | -4% | 5% | -2% | i | 7% | -1 | -10%
CC(O)CNc1nc2ccccc2n1CC(=O)N1CCN(Cc2ccccc2)CC1 (stereo unspecified) | 2.6% | 3% | -10% | 16% | 3% | i | 5% | -24 | -6%
CNc1cncc(-c2cc(C)c(O)c(C)c2)n1 | 6.8% | 24% | / | -6% | 7% | i | / | -26 | /
COC(=O)Cc1ccc(OC(=O)C2CCN(S(=O)(=O)c3ccc(OC)c(OC)c3)CC2)cc1 | -0.9% | 2% | -18% | -4% | -7% | i | 3% | 28 | -1%
CC(=O)Nc1ccc(OCc2ccc(S(=O)(=O)Cc3ccccc3)cc2)cc1 | -0.8% | / | -1% | -15% | -19% | i | -4% | 13 | 2%
CCOC(=O)c1cc(-c2ccc(/C=C3/C(=O)NC(=O)C(C#N)=C3C)o2)ccc1Cl | 4.1% | 6% | ? | -11% | 0% | ? | ? | ? | -8%
O=C(CSc1nc2ccccc2[nH]1)N1CCN(c2ccccc2)CC1 | 0.4% | 4% | ? | -1% | 0% | i | 12% | -1 | -5%
CC1=C(C(=O)OCC2CCCO2)C(c2ccncc2)C2=C(CCCC2=O)N1 (stereo unspecified) | -0.1% | -7% | -1% | -36% | -19% | i | -1% | -1 | -6%
CCOC(=O)N1CCC(NC(=O)C2CCCN2C(=O)OCc2ccccc2)CC1 (stereo unspecified) | 0.0% | 1% | / | 15% | 5% | i | 0% | -19 | -13%
Fc1ccc(NC(=S)Nc2cc(-c3ccccc3)[nH]n2)cc1Cl | 18% | -20% | ? | -43% | -26% | ? | ? | -26 | ?
CC(C)N1CC(C(=O)Nc2ccc(Cl)cc2Cl)CC1=O (stereo unspecified) | 0.2% | / | / | 1% | -1% | i | / | -11 | /
CCOC(=O)C(=O)N=Nc1c(O)n(C)c2ccccc12 | -0.4% | / | 4% | 10% | -5% | i | 2% | 3 | 2%
COc1cc(CCCN2C(N)=NC[C@@H]2Cc2ccc(O)cc2)cc(OC)c1OC | -1.3% | 7% | 12% | -20% | -1% | i | 7% | -1 | 0%
CSc1ccccc1C(=O)Nc1cccc(C(C)O)c1 (stereo unspecified) | -0.6% | -1% | 12% | -6% | -7% | i | -10% | 0 | 17%
CCCNC(=O)COC(=O)/C(C#N)=C/c1cc(C)n(CCC)c1C | 1.8% | 13% | -24% | 0% | 1% | i | 8% | -7 | -1%
Cc1cc(C2=NNC(=NCCc3ccccc3)SC2)c(C)n1-c1c(C)n(C)n(-c2ccccc2)c1=O | 2.5% | 0% | 3% | 19% | 1% | i | 0% | -3 | -5%
COc1ccc(-c2nnn(CC(=O)c3ccccc3)n2)cc1OC | -0.4% | 6% | 26% | -1% | 3% | i | -31%[inhibitor] | -2 | -4%

Random excerpt: three entries already listed, in no set order.
SMILES | Nrf2 ARE act | ATXN2 expr inh | Nrf2 inh | HepG2 tox | TGFb inhibitor | S2 tox | MCF10A rerep | IL-1B inflam inh | A549 viability
CC(C)N1CC(C(=O)Nc2ccc(Cl)cc2Cl)CC1=O (stereo unspecified) | 0.2% | / | / | 1% | -1% | i | / | -11 | /
CC(=O)Nc1ccc(OCc2ccc(S(=O)(=O)Cc3ccccc3)cc2)cc1 | -0.8% | / | -1% | -15% | -19% | i | -4% | 13 | 2%
CNc1cncc(-c2cc(C)c(O)c(C)c2)n1 | 6.8% | 24% | / | -6% | 7% | i | / | -26 | /

Carrying on:
SMILES | Nrf2 ARE act | ATXN2 expr inh | Nrf2 inh | HepG2 tox | TGFb inhibitor | S2 tox | MCF10A rerep | IL-1B inflam inh | A549 viability
CCOC(=O)CN1C(=O)C(=O)N(Cc2c(C)cc(C)cc2C)C1=O | 0.2% | / | 5% | 10% | 14% | ? | -3% | -1 | 1%
CSCC[C@H](N)C(=O)N1CCC(C(=O)N[C@H](C)C(=O)Nc2ccc(C(C)C)cc2)CC1 | 0.9% | 0% | 11% | 12% | 0% | i | 1% | -15 | ?
COc1ccc(C(=O)c2c[nH]c(C(=O)NCC3CCCO3)c2)cc1 (stereo unspecified) | 2.6% | 12% | / | -22% | -12% | i | -2% | -15 | 1%
CCOC(CNC(=O)c1ccc2nc(N3CCC(C)CC3)sc2c1)OCC | -0.7% | 1% | ? | 1% | -8% | ? | 4% | -10 | -8%
O=C(O)c1ccccc1-c1ccccc1C(=O)Nc1ccc(-c2nc3cc(Cl)ccc3o2)cc1 | 8.4% | / | -1% | -33% | -31% | i | 18% | 17 | 2%
O=C(c1ccc(Cl)c([N+](=O)[O-])c1)N(Cc1ccco1)C1CCS(=O)(=O)C1 (stereo unspecified) | -0.3% | 5% | 1% | -65% | -11% | i | -1% | -29 | -13%
CC(C)CCOc1ccc(C(=O)Nc2cc(S(=O)(=O)N3CCOCC3)ccc2N2CCOCC2)cc1 | -0.7% | / | / | -20% | -14% | i | / | -19 | /

The order is random; 8.8% or so of the library scored in one or more.
